Compound activity deposited in PubChem by several laboratories.
HT1080 viability = HT1080 cell viability loss – fluorescence readout (AID 620); HT1080 viability, fluorescence; higher % means a stronger effect; one-dose cytotoxicity, % at 10 µM; EC50 in µM for titrated hits; 87,000 compounds, 0.42% hits;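 also: cells exposed to compound overnight then 4 h with Alamar Blue; 0% = vehicle DMSO and 100% = killing control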
Alkaline phosphatase = human TNAP enzyme inhibitors, biochemical, luminescent (AID 518); inhibition, % at 20 µM; hits with a dose series show IC50 in µM; purified TNAP enzyme, luminescent substrate readout; higher % means a stronger effect; 64,000 compounds, 0.09% hits; in the data active = a potency from the dose series; inactive = the rest, 99 in 100 with inhibition below about 22%;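 also: plate controls were vehicle for no effect and reference inhibitor for full effect; many of its hits are not listed in these tables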
HPDE-C7K KRASV12 = viability loss of HPDE-C7K cells – cell-based, fluorescence, HTS, primary screen (AID 431) | HPDE-C7K KRASV12 cells, Alamar Blue viability, 48 h; higher % means a stronger effect | one-dose cytotoxicity, % at 10 µM; EC50 in µM for titrated hits | 63,000 compounds, 1.7% hits;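 active = compounds whose percent cytotoxicity in the single-dose primary screen, scaled between solvent and toxic-drug controls, exceeds 50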;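 also: 0% = DMSO solvent wells and 100% = doxorubicin-treated wells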
PMK inhibit = blocks S. pneumoniae phosphomevalonate kinase; inhibition, % at 10 µM; 65,000 compounds, 0.49% hits; purified PMK, PK/LDH-coupled NADH absorbance 340 nm;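 active = top-ranked compounds by inhibition in the single 10 µM screen, taking a fixed number of the strongest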;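 also: 0% = full reaction with DMSO carrier and 100% = background rate without enzyme reaction; no value below 0 was filed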
Spn MK inh = S. pneumoniae mevalonate kinase inhibition; 65,000 compounds, 0.48% hits; inhibition, % at 10 µM; purified MK, PK/LDH-coupled NADH absorbance 340 nm;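 active = ranked among the strongest by inhibition in the single 10 µM screen, a fixed top-ranked set picked for dose follow-up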; also: no value below 0 was filed
DPM-DC inhibit = S. pneumoniae DPM-DC inhibition | purified DPM-DC, PK/LDH coupled NADH fluorescence | calls only at 10 µM | 65,000 compounds, 0.49% hits;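 active = the 320 compounds with the highest percent inhibition in the single-dose primary screen, excluding strongly autofluorescent ones, cut at about 32% in these data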;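 also: kinetic rate of NADH fluorescence loss reporting ADP formed by the decarboxylase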
LYP inhibition = LYP phosphatase inhibitors, primary screen, biochemical, DiFMUP fluorescence, recombinant catalytic domain, 10 µM (AID 606) | recombinant LYP catalytic domain, DiFMUP fluorescence; higher % means a stronger effect | one-dose inhibition, % at 10 µM; IC50 in µM for titrated hits | 52,000 tested, under 10 active;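 active = IC50 under 40 µM in the dose-response test; inactive = IC50 of 40 µM or more, or never dose-tested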
HPDE-C7 cytotoxicity = cytotoxicity in HPDE-C7 cells, cell-based, fluorescence, HTS (AID 430); HPDE-C7 pancreatic duct cells viability, fluorescence; higher % means a stronger effect; one-dose cytotoxicity, % at 10 µM; EC50 in µM for titrated hits; 63,000 compounds, 1.8% hits;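 also: cells exposed to compound for 48 hours before viability readout; 0% = vehicle and 100% = reference cytotoxic drug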
Bfl-1 displacement = displacement of Bid BH3 peptide from Bfl-1 – biochemical, fluorescence polarization, FITC-Bid, mouse, primary screen (AID 432) | one-dose displacement, % at 20 µM; IC50 in µM for titrated hits | 64,000 compounds, 0.02% hits | FITC-Bid BH3 peptide fluorescence polarization displacement; higher % means a stronger effect; in the data active = a potency from the dose series; inactive = the rest, 99 in 100 with displacement below about 15%; also: strong numbers were not always called active
PMK inhibit pilot replicates = recorded beside PMK inhibit, whose call it bears; inhibition, %; measured here: pilot screen replicates
Spn MK inh pilot replicates = also measured in Spn MK inh; calls as there; inhibition, %; measured here: pilot screen replicates
DPM-DC inhibit pilot screen % = further read-out of DPM-DC inhibit, marked with its call; inhibition, %; measured here: pilot screen trials
* hit, by the source's call; i = inactive; nt = no result given. Rule as the data show it, unless noted: active = cytotoxicity above about 50%; inactive = the rest.

SMILES | HT1080 viability | Alkaline phosphatase | HPDE-C7K KRASV12 | PMK inhibit | Spn MK inh | DPM-DC inhibit | LYP inhibition | HPDE-C7 cytotoxicity | Bfl-1 displacement | others
CCc1ccc2c(c1)C(NC(C)=O)C(=O)N2CC (stereo unspecified) | 0% | 4% | 2% | 0 | 4 | i | 5% | 2% | 1%
O=C(NCC1CCCO1)C1c2ccccc2C(=O)N1C1CCCCCCC1 (stereo unspecified) | 4% | 8% | -1% | 16 | 1 | i | 4% | -23% | -1%
CCOc1cc(S(=O)(=O)N2CCCCC2)ccc1Cl | -8% | 4% | -4% | 15 | 4 | i | 0% | -13% | -7%
Cc1ccc(S(=O)(=O)C(F)(F)F)cc1NC(=O)c1cccnc1 | 0% | 24% | -15% | 0 | 1 | i | -1% | -4% | -6%
COC(=O)c1ccc(C)c(NC(=O)c2nn(C)c(=O)c3ccccc23)c1 | 1% | 6% | -1% | 12 | 7 | i | 10% | -4% | -8%
N#Cc1ccsc1NC(=O)c1cnccn1 | -5% | 12% | -1% | 12 | 0 | i | 12% | -3% | -3%
CC(=O)C1=C(O)C(=O)N(CCN2CCOCC2)C1c1ccccc1 (stereo unspecified) | 3% | 6% | 6% | 0 | 9 | i | 1% | 2% | 4%
c1coc(Cn2c(SCc3nc4ccccc4[nH]3)nnc2-c2cccs2)c1 | 2% | -4% | nt | 6 | 5 | i | -2% | nt | -4%
O=C1OC(c2ccccc2)=C/C1=C\N1CCOCC1 | -2% | -7% | 14% | 13 | 15 | i | -8% | 0% | 0%
CCC1(C)Cc2ccccc2-c2nc3n(c(=O)c21)CCCCC3 (stereo unspecified) | 16% | 7% | 4% | 0 | 4 | i | 3% | -8% | -1%
O=C(NCc1cccc(CNC(=O)c2ccco2)c1)c1ccco1 | 19% | 6% | -16% | 12 | 4 | i | -6% | -4% | 4%
CCCCOc1cccc(C(=O)N(Cc2ccco2)C2CCS(=O)(=O)C2)c1 (stereo unspecified) | 0% | 9% | -19% | 4 | 0 | i | -4% | -7% | 2%
CCOC(=O)c1cnn2c(C(F)(F)F)cc(-c3ccccc3)nc12 | -8% | 10% | -17% | 14 | 2 | nt | 9% | -11% | -3%
COc1ccc(-c2cc(C(F)F)nc(-n3nc(C)cc3C)n2)cc1 | 13% | 1% | 0% | 11 | 4 | i | nt | 1% | -8%
Cc1cc(C)n(-c2ccc(C(=O)Nc3nc4ccccc4s3)cc2)n1 | 0% | 17% | 0% | 13 | 6 | i | 13% | 0% | 10%
CCOC(=O)C1CCCN(C(=O)c2ccc3c(c2)OCO3)C1 (stereo unspecified) | -3% | 12% | -6% | 0 | 5 | i | 10% | 2% | -2%
O=C(O)C1CCCCC1C(=O)NCCc1cccc(Cl)c1 (stereo unspecified) | -4% | -7% | 7% | 0 | 11 | i | 3% | 3% | -6%
O=C(NCCCN1CCCC1=O)c1ccc(CNS(=O)(=O)c2ccc(F)cc2)cc1 | 4% | 5% | -7% | 14 | 4 | i | nt | -6% | 9%
Cn1c(C(=O)NCc2ccc3c(c2)OCO3)cc2sccc21 | 8% | 15% | 10% | 17 | 0 | i | 9% | 11% | 0%
Cn1c2ccccc2c2cnn(CC(=O)N3CCN(c4ncccn4)CC3)c(=O)c21 | nt | 6% | nt | 25* | 2 | i | -14% | nt | -7%
CC1=CC(C)C(C(=O)O)C(C(=O)O)C1 (stereo unspecified) | 10% | 7% | 9% | 0 | 2 | i | nt | 4% | -2%
O=C(NCCN1C(=O)C2C3C=CC(C3)C2C1=O)N1CCCCC1 (stereo unspecified) | 1% | 14% | 10% | 10 | 4 | i | -5% | 14% | 0% | PMK inhibit pilot replicates=0.0;Spn MK inh pilot replicates=2.5;DPM-DC inhibit pilot screen %=0.0
COc1ccc(OC)c(C(O)c2coc3ccc(O)c(CN4CCOCC4)c23)c1 (stereo unspecified) | 11% | 7% | 6% | 0 | 11 | i | -4% | 2% | 2%
Cc1cc(C(=O)OCC(=O)NCc2ccco2)c(C)n1-c1ccccc1 | 62%* | 6% | 43% | 6 | 0 | i | 3% | 36% | 16%

3 entries drawn at random from the list so far:
SMILES | HT1080 viability | Alkaline phosphatase | HPDE-C7K KRASV12 | PMK inhibit | Spn MK inh | DPM-DC inhibit | LYP inhibition | HPDE-C7 cytotoxicity | Bfl-1 displacement | others
Cn1c2ccccc2c2cnn(CC(=O)N3CCN(c4ncccn4)CC3)c(=O)c21 | nt | 6% | nt | 25* | 2 | i | -14% | nt | -7%
Cc1cc(C(=O)OCC(=O)NCc2ccco2)c(C)n1-c1ccccc1 | 62%* | 6% | 43% | 6 | 0 | i | 3% | 36% | 16%
CCOC(=O)C1CCCN(C(=O)c2ccc3c(c2)OCO3)C1 (stereo unspecified) | -3% | 12% | -6% | 0 | 5 | i | 10% | 2% | -2%

(listing goes on)
SMILES | HT1080 viability | Alkaline phosphatase | HPDE-C7K KRASV12 | PMK inhibit | Spn MK inh | DPM-DC inhibit | LYP inhibition | HPDE-C7 cytotoxicity | Bfl-1 displacement | others
O=C(Nc1ccc2snnc2c1)N1CCN(c2ccccc2)CC1 | 18% | 6% | -17% | 10 | 5 | i | 1% | -25% | 0% | PMK inhibit pilot replicates=0.5;Spn MK inh pilot replicates=0.0;DPM-DC inhibit pilot screen %=0.0
COc1cccc(CNc2nc3ccccc3n2CCN2CCCCC2)c1OC | 5% | nt | nt | 6 | 9 | i | 19% | nt | nt
COc1cc(NS(C)(=O)=O)c(OC)cc1NC(=O)c1cccc(F)c1 | -18% | 10% | 0% | 15 | 8 | i | nt | -8% | -1%
CCC(CC)C(=O)Nc1cc(OC)c(OC)cc1C(=O)O | 9% | 8% | -9% | 6 | 1 | i | 5% | -6% | -1%
CCC(Oc1ccccc1)C(=O)Nc1ccccc1OC (stereo unspecified) | -11% | 19% | -7% | 12 | 8 | i | nt | -18% | -10% | PMK inhibit pilot replicates=1.5;Spn MK inh pilot replicates=0.0;DPM-DC inhibit pilot screen %=6.0
COc1ccc(-n2c(/C=C(\C)O)nc(=O)c3c(C)cc(C)nc32)cc1 | 3% | 8% | -1% | 14 | 2 | i | 10% | -3% | -4%
O=C(CN(C(=O)CCC(=O)Nc1nccs1)c1ccc(F)c(Cl)c1)NCc1ccco1 | -5% | 8% | -10% | 17 | 0 | i | 13% | -18% | 6%
COc1ccccc1NC(=O)Cc1noc(CSc2nnc(C)s2)n1 | 4% | 8% | -30% | 4 | 4 | i | 0% | -34% | -11%
O=C(NC1CC1)c1ccc(COc2ccc(F)cc2)o1 | -7% | 18% | -6% | 17 | 1 | i | 0% | -9% | -1%
N#CC1=C(N)Oc2nc(-c3ccccc3)[nH]c2C1c1cccnc1 (stereo unspecified) | 2% | 16% | -9% | 9 | 6 | i | nt | 3% | -1%
CCN1CCN(CC(=O)Nc2c(C(=O)OC)[nH]c3cccc(Cl)c23)CC1 | 1% | 4% | nt | 7 | 11 | i | nt | nt | -4%
Nc1ncnc2c1ncn2CCOc1ccccc1 | -7% | 7% | -3% | 3 | 7 | i | 8% | 4% | -3%
O=C(CSc1nc(-c2ccco2)cc(C(F)(F)F)n1)NCC1CCCO1 (stereo unspecified) | -7% | nt | nt | 4 | 0 | i | 13% | nt | nt
O=C(CSc1nnnn1-c1ccc2c(c1)CCC2)NCc1cccs1 | -2% | 8% | 13% | 12 | 0 | i | nt | -9% | 2%
Cc1ccc2c(c1)NC(=O)C(CC(=O)NCCCN1CCN(C3CCCCC3)CC1)O2 (stereo unspecified) | -8% | 10% | 0% | 0 | 12 | i | 3% | -8% | -1%
CC1CCCCN1CCNC(=O)c1cc2c(=O)n(C)c3ccccc3c2n1C (stereo unspecified) | 8% | 4% | 1% | 8 | 2 | i | 2% | 0% | -1%
O=c1c2ccccc2nc2c3ccccc3c3nncn3n12 | 8% | 8% | 11% | 15 | 10 | i | 4% | 9% | 1%
C#CCOC(=O)c1ccccc1C(=O)n1nnc2ccccc21 | 3% | 7% | -5% | 6 | 9 | i | -6% | -7% | -6%
COc1ccc(CCNC(=O)Cn2c(-c3nonc3N)nc3ccccc32)cc1OC | 1% | -4% | -2% | 10 | 0 | i | 2% | 7% | -2%
COc1cc(C2=NOC(C(=O)N3CCOCC3)C2)cc(OC)c1OC (stereo unspecified) | 4% | 19% | -8% | 0 | 0 | i | 10% | 1% | -3%
CCOc1ccc(-c2cc(CCCC(=O)Nc3cccc(OC)c3)no2)cc1 | 17% | -7% | 19% | 14 | 2 | i | 12% | 3% | 2%
O=C(Nc1ccccn1)C1CCN(S(=O)(=O)c2cccc3nonc23)CC1 | nt | 10% | -2% | 0 | 1 | i | nt | -6% | 0%
Cc1cc(C)nc(NC2=NC3CCCCC3N2)n1 (stereo unspecified) | -5% | 1% | 20% | 7 | 6 | i | 9% | 19% | 2%
CC(OC(=O)c1ccccc1NCc1ccco1)C(=O)Nc1ncc(Cl)cc1Cl (stereo unspecified) | 6% | 5% | 0% | 0 | 3 | nt | -5% | 25% | -2%
O=C(c1ccc(F)cc1)C1CCN(C(=O)c2ccncc2)CC1 | -9% | -18% | -20% | 18 | 13 | i | -6% | -18% | 6%
Nc1c(C(=O)NCc2ccccc2)nnn1Cc1ccc(F)cc1 | 2% | 5% | -14% | 2 | 0 | i | -10% | -14% | -2%
CCOC(=O)C1CCN(C(=O)CN(c2cccc(C(F)(F)F)c2)S(C)(=O)=O)CC1 | -3% | 6% | 2% | 14 | 1 | i | 8% | 4% | 3%
CCOC(=O)CNC(=O)c1cc(C)oc1C | -3% | 18% | -2% | 5 | 15 | i | 2% | -14% | 4%
O=C(CNc1ccccc1)Nc1ccc(F)cc1 | -1% | 5% | 6% | 1 | 6 | i | 13% | -2% | -7%
Cc1occc1C(=O)NCc1ccccn1 | 0% | 7% | -11% | 10 | 13 | i | 20% | -19% | -3%
COc1cc(NC(=O)COc2cccc(OC)c2)cc(OC)c1 | -1% | 4% | -13% | 0 | 1 | i | 7% | -25% | 0%
COc1cc(OC)c(C2=NOC(C(=O)NCc3ccc4c(c3)OCO4)C2)cc1Cl (stereo unspecified) | 16% | 13% | -11% | 0 | 6 | i | 1% | -12% | 0%
CCCOc1ccccc1C1CC(=O)Nc2cc3c(cc21)OCO3 (stereo unspecified) | nt | 5% | 44% | 17 | 0 | i | -3% | 54%* | 2%
Cn1cccc1Cc1nnc(SCC(=O)Nc2ccccc2F)n1-c1ccc(F)cc1 | 2% | 6% | 9% | 13 | 4 | i | 2% | -3% | 6% | PMK inhibit pilot replicates=0.0;Spn MK inh pilot replicates=0.5;DPM-DC inhibit pilot screen %=0.5
O=C(NCc1ccccc1)N1CCN(c2ccc(Cl)c(Cl)c2)CC1 | -8% | 4% | -2% | 16 | 1 | i | 3% | -1% | -7%
